MITF TRPM1 inh – MITF TRPM1 promoter inhibition in SK-MEL-5 cells; inhibition, % at 12.5 µM; actives 0.83% (n = 330,000); SK-MEL-5 TRPM1 promoter luciferase, 24 h; AID 488899;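 active = mean inhibition across replicates of 60% or more, whatever share of single replicates reaches that level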; note: values of inactives mirror those of a sister screen read the other way
CaV13 FRET inh – Disruptors of the CACNA1D IQ motif to Ca2+-dependent inactivation inhibitor domain association, primary screening, Förster resonance energy transfer in intact living …; HEK cells, CFP/YFP FRET ICDI-IQ, plate reader, 10 min; percent FRET-ratio fall versus neutral wells; inhibition, % at 12.3 µM; AID 743397; actives 0.098% (n = 340,000);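 active = mean replicate inhibition of at least 30% and at least 1% of replicates passing that level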;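 note: 0% = median of the neutral control wells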
NR2E3 ag-1 – agonists of human nuclear receptor NR2E3; GST-NR2E3/biotin-RetCOR TR-FRET, 1536-well; inhibition of corepressor binding, % at 4.78 µM; actives 0.12% (n = 320,000); AID 2300;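 active = percent inhibition above the cutoff of mean plus 3 SD of all tested compounds, set per screening campaign, cut at about 20% in these data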;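 note: 0% = DMSO wells and 100% = biotin wells as full block of FRET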
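system = GST-tagged NR2E3 plus biotinylated RetCOR corepressor | input = 1.35 nM GST-NR2E3 | also added = 7 nM biotin-RetCOR | schedule = 5 h incubation at 4 °C | measured by = TR-FRET with europium anti-GST and streptavidin-D2, 340 nm excitation | read-out = percent loss of FRET ratio relative to control wells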
NR2E3 ag-2 – activates human NR2E3 receptor; Q9Y5X4; CHO-S Gal4-NCOR/VP16-NR2E3 two-hybrid, luciferase; inhibition of corepressor binding, % at 3.98 µM; actives 0.35% (n = 360,000); AID 602229;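 active = inhibition above the mean of all tested compounds plus 3 SD, cut at about 70% in these data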;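 note: 0% = DMSO with NR2E3 transfected cells and 100% = cells lacking NR2E3 construct; higher means lower luciferase signal from less NR2E3 corepressor binding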
m5-HT2A agonist – activates the mouse 5-HT2A serotonin receptor | actives 0.66% (n = 360,000) | activation, % at 7.6 µM | CHO-K1 mHTR2A beta-arrestin complementation, luminescence; percent of 30 µM serotonin response;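 active = activation above a run cutoff, the mean activation of all tested compounds plus 3 SD, cut at about 14% in these data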;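 note: 0% = plate median of compound wells and 100% = 30 µM serotonin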
Target sequence (P35363 whole entry, looked up): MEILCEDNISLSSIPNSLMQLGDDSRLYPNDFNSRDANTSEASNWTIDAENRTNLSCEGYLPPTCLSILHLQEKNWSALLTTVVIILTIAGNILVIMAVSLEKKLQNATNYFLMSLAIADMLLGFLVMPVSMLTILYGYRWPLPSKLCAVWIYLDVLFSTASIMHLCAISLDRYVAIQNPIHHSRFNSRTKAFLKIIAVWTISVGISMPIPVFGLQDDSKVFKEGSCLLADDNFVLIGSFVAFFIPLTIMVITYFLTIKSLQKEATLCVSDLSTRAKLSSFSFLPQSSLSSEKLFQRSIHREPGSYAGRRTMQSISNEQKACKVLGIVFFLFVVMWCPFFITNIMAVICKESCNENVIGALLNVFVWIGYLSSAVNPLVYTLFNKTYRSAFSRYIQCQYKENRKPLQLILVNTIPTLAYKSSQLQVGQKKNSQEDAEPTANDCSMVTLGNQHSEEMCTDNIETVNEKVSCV
PDI turbidity – blocks human protein disulfide isomerase activity. PDI insulin aggregation turbidity, A650, 90 min. P07237. actives 0.052% (n = 350,000). inhibition, % at 10 µM;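 active = mean inhibition across replicates of 30% or more, whatever share of single replicates reach that level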;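 note: absorbance from insulin aggregation driven by PDI reduction with DTT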
Target sequence (P07237 whole entry, looked up): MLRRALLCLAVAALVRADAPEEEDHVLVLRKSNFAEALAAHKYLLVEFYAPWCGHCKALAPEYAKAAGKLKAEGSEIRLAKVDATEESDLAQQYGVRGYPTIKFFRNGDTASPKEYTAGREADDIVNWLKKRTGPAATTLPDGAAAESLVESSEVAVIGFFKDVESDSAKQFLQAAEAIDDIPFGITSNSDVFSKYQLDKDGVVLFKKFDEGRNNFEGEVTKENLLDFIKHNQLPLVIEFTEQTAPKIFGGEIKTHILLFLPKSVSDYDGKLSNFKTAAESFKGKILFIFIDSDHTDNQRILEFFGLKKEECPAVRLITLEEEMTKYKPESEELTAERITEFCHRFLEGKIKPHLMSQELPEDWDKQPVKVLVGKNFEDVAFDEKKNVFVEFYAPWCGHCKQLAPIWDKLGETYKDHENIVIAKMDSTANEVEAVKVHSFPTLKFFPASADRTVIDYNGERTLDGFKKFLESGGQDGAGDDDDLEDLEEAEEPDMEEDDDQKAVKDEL
H9c2 protect – modulators protecting cardiomyocytes from myocardial damage; H9c2 cardiomyocytes, H2O2 injury protection, ATPLite, 2 h; protection from H2O2 cell death, % at 20 µM; actives 0.63% (n = 360,000);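 active = compounds giving at least 50% protection of heart cells from peroxide-induced death in the single-dose screen, raw or plate-pattern-corrected value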;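 note: 0% = DMSO wells with peroxide and 100% = DMSO wells without peroxide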
HIF-2a block – inhibitors of HIF-2a; 786-0 RCC cells HIF-2a reporter, luciferase luminescence, overnight; inhibition, % at 18.8 µM; actives 0.72% (n = 360,000); AID 624352;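 active = inhibition of the luminescence signal of 40% or more relative to plate controls, in a single-dose primary screen at 18.75 µM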
hiPSC survival – enhancers of human iPSC single-cell survival | survival enhancement, % at 20 µM | actives 0.044% (n = 360,000) | AID 602274 | hiPSC single-cell survival, ATPlite luminescence; 100% = ROCK inhibitor wells, 0% = DMSO; in the data active = survival enhancement above about 18%;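 note: cells exposed to compounds for 16 hours before the ATP read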
Peg3 prom inh – reduces Peg3 promoter-driven luciferase expression in HeLa | HeLa PEG-Prom luciferase reporter, luminescence, overnight | actives 1.7% (n = 360,000) | inhibition, % at 20 µM;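 active = inhibition of at least 50% at 20 µM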
Shn3 inh set2 – reduces Shn3 3'UTR luciferase signal in osteoblasts; actives 0.52% (n = 360,000); Clone20 osteoblast Shn3 3'UTR firefly luciferase, 24 h; inhibition, % at 12.5 µM;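 active = mean inhibition of at least 75% with every replicate also reaching 75%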;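 note: 0% = median of neutral control wells and 100% = pilot-screen positive control compound; some compounds past the cut are filed as inactive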
Numbers without * were called inactive; · = no result given.

mol,MITF TRPM1 inh,CaV13 FRET inh,NR2E3 ag-1,NR2E3 ag-2,m5-HT2A agonist,PDI turbidity,H9c2 protect,HIF-2a block,hiPSC survival,Peg3 prom inh,Shn3 inh set2
O=C(NCc1cccc(F)c1)c1ccc2nc(N3CCOCC3)sc2c1,·,-7,5,-29,-3,-5,-5,-30,0.9,0,-10
COc1ccc(/C=C2\C(=O)NC(=O)c3ccccc32)cc1OC,17,-9,·,-4,-1,5,43,16,0.1,-6,-13
Cn1ncc(Cl)c1C(=O)N1CCN(c2ccc(Cl)c(Cl)c2)CC1,-5,-5,1,103*,-1,8,-18,3,0.3,17,75
O=C(Nc1ccccc1)NC1CS(=O)(=O)CC1O (stereo not given),6,-5,0,3,-2,1,1,-1,-3.1,-6,-31
COCCCNCCCOc1ccc(Cl)cc1Br,6,-6,-4,3,-5,-5,9,-6,-4.2,1,1
CCOC(=O)C1(Cc2ccccc2C)CCCN(Cc2cn(C)nc2C)C1 (stereo not given),·,-5,-4,-16,2,-3,-1,16,1.4,7,4
COc1ccc(C)cc1NC(=O)CN1C(=O)c2ccccc2S1(=O)=O,-8,10,2,-12,-4,-3,3,0,0.3,-4,0
COC(=O)[C@H]1C2CCC(C(=O)OC)(CC2)[C@H]1C(=O)OC,3,-6,4,-4,3,3,0,12,-2.3,1,14
CCN(CC(=O)NC1CC1)S(=O)(=O)c1ccccc1,-5,-3,-3,-11,3,-1,0,-1,-0.4,1,11
COc1cc2c(cc1OC)CN(C(=O)c1ccc(-c3ccccc3)cc1)CC2,1,-3,·,9,0,11,-3,7,-0.6,1,15
COc1cc2ccccc2cc1C(=O)N/N=C/c1cccs1,·,-5,·,-15,-9,1,2,-32,-1.8,-36,13
Cc1ccc(C(=O)NNC(=O)Cc2nc3nc(C)cc(C)n3n2)cc1,2,-5,1,13,6,-11,6,5,-0.5,-2,-14
O=C1CC(N2CCN(S(=O)(=O)c3ccccc3)CC2)C(=O)N1c1ccccc1 (stereo not given),-8,-16,5,-2,-1,-6,8,5,-0.4,3,6
Cc1oc(-c2cc(F)ccc2F)nc1CN1CCC(C(=O)N2CCOCC2)CC1,0,-3,0,3,3,-5,2,10,-0.3,-3,1
CC1c2cccn2CCN1S(=O)(=O)c1ccccc1 (stereo not given),2,-3,2,-14,8,19,1,16,0.4,0,-5
CC(C)c1cc(C(=O)NCCc2ccccc2)no1,-67,-14,3,-112,0,15,12,-272,0.1,-273,-47
Cc1ccc([N+](=O)[O-])c(C(=O)N/N=C/c2cccnc2)c1,2,-2,1,-20,-7,-9,4,-1,-0.2,3,-6
CN(C)C(=O)c1cc(F)ccc1Sc1cc(Cl)ccc1Cl,8,-2,2,7,1,4,7,16,1.1,13,-14
O=C(O)Cc1ccc(Nc2cnn(C34CC5CC(CC(CC(=O)O)(C5)C3)C4)c(=O)c2Cl)cc1,-3,-1,3,-27,3,0,12,12,1.5,6,·
Cc1nnc(SC(C)C(=O)c2c[nH]c3ccccc23)n1C1CC1 (stereo not given),·,-10,·,-16,-3,-1,2,14,1.1,14,-9
CN(C)S(=O)(=O)c1cccc(NC(=O)Cc2ccsc2)c1,-16,-4,4,-5,-10,3,-4,8,0.6,6,12
Cc1ccc(C(=O)Nc2nc(C(C)(C)C)cs2)s1,-69,·,1,-85,2,10,-24,-262,-1.8,-315,-29
O=C(CSc1nc(N2CCOCC2)nc(N2CCOCC2)n1)Nc1ccc(Cl)cc1Cl,-7,-10,-2,5,-9,1,-5,3,0.1,7,10
O=C(CCc1ccccc1)NCC(=O)N/N=C/c1ccc2c(c1)OCO2,-10,-5,1,-7,8,16,-2,-10,1.1,-68,-22
Cc1nnc(C)n1/N=C/c1cc2ccccc2nc1Cl,9,-18,-2,-42,0,-5,0,15,0.3,78*,7
C#CCOCCOCCOCCNc1nc(N2CCN(C(=O)CCCCCCCCCCNC(=O)[C@H](CCCCN)n3cc(C[C@@H](C)CC)nn3)CC2)nc(N2CCN(C(=O)CCCCCCCCCCNC(=O)[C@H](CCCN=C(N)N)n3cc(C[C@@H](C)CC)nn3)CC2)n1,104*,·,-7,31,3,3,-20,41*,-4.6,101*,77
O=C(Nc1ccc(Cl)cc1)N(Cc1cccnc1)Cc1ccco1,-7,-6,-1,-12,-2,3,-7,-22,1.8,-8,4
COc1ccc(NS(=O)(=O)c2cc(NC(=O)/C=C/c3cc(OC)ccc3OC)ccc2N2CCCCC2)cc1,0,-9,2,-24,-7,-5,-5,0,0.8,9,19
CCCCC1=CC2=C(c3ccco3)C(=O)C(C)(OC(=O)c3ccc(OC)cc3)C(=O)C2=CN1Cc1ccco1 (stereo not given),-2,·,17,-35,-1,2,8,25,1.3,21,17
CC1(C)CNC(=O)c2sc(NC(=O)CN3CCOCC3)nc2C1,20,-5,1,3,0,-14,15,4,-1.4,-13,-7
CC(C)C#Cc1ccc2c(c1)O[C@@H](CN(C)S(=O)(=O)c1cn(C)cn1)[C@@H](C)CN([C@H](C)CO)S2(=O)=O,·,-3,·,-36,5,0,4,-7,-0.4,-4,10
Cc1nc(CS(=O)(=O)c2ccc(Cl)cc2)sc1C(=O)O,6,-5,3,-11,1,-12,4,9,0.1,10,3
CCc1ccc(C(O)c2ncc(-c3ccc(C)cc3)[nH]2)cc1 (stereo not given),·,-11,·,-23,0,0,-6,-83,-0.4,-28,-13
CC(C)(C)N(CC(=O)NC1CCCCC1)C(=O)CS(=O)CC(=O)Nc1ccc(F)cc1 (stereo not given),7,-5,2,-13,-1,-6,7,0,-0.5,4,-3
COc1ccc(C(=O)N/N=C/c2cccc3cccnc23)cc1,22,·,-2,-7,-7,1,18,-31,0.0,4,74
C[C@@H](OC(=O)N1CCCCC1)[C@H]1O[C@]2(C)CCCC[C@H]1O2,-28,-11,1,5,11,-5,-4,-2,0.2,-8,-22
COc1ccc(CCn2c(=N)c(S(=O)(=O)c3ccc(C)cc3)cc3c(=O)n4ccccc4nc32)cc1,-1,-9,-1,9,-5,-7,3,-1,-0.1,-19,14
Cc1cccn2c(CN(C)CC3CCCCO3)c(C(=O)N3CCCCC3)nc12 (stereo not given),24,0,2,-25,4,-2,1,22,-0.6,14,-7
CC(C)=C(NC(=O)c1ccccc1)C(=O)NCCCC(=O)O,4,-7,2,-18,-2,8,-3,5,-1.4,6,-19
COc1ccc(CC(=O)Nc2ccccc2C(=O)N2CCOCC2)cc1,6,-8,2,-4,5,6,6,1,-0.8,6,4
CCN1CCN(c2ncc(C(=O)Nc3cc(Cl)ccc3OC)c3ccccc23)CC1,2,·,-3,-6,-6,0,-6,5,-5.1,61*,0
Cc1ccc(S(=O)(=O)N2CCC(CN3C(=O)c4cccc5cccc(c45)C3=O)CC2)cc1,-5,-3,2,9,1,22,-2,4,0.1,7,3
CCCCn1nnnc1C(c1cc2ccccc2o1)N1CCN(CCN(C)C)CC1 (stereo not given),·,-6,·,-1,1,·,·,0,-0.1,·,·
CCOC(=O)C1CCN(C2=NC(=O)/C(=C/c3ccc(OC)c(OC)c3)S2)CC1,2,-21,-2,2,-4,6,8,8,1.2,16,4
Cn1c(=O)c(/C=C/c2ccc(F)cc2)nc2ccccc21,-30,-1,·,-63,-7,-1,18,-221,0.5,-185,-85
COc1ccc(COCC(O)CN2CC(C)OC(C)C2)cc1OC (stereo not given),3,-8,-2,-2,0,6,0,4,1.7,14,3
CC(=O)c1ccc(NC(=O)[C@@]2(CC(=O)O)CC(/C=C/c3ccccc3)=NO2)cc1,·,-2,·,-16,1,1,4,-1,-0.6,11,1
NC(=O)CC(NC(=O)Cc1ccc(Br)cc1)c1ccc(NC2CCC2)c([N+](=O)[O-])c1 (stereo not given),-23,·,2,18,2,-3,-5,-15,0.4,11,10
CCOC(=O)c1[nH]cnc1N=Nc1c(O)ccc2ccccc12,·,-22,-4,-10,0,9,65*,-20,-1.4,46,80
CC1CC(C)CN(C(=O)c2cccc(S(=O)(=O)N(C)c3ccccc3)c2)C1 (stereo not given),11,-4,·,-14,-4,-4,-8,15,-0.5,12,13

Continued:
mol,MITF TRPM1 inh,CaV13 FRET inh,NR2E3 ag-1,NR2E3 ag-2,m5-HT2A agonist,PDI turbidity,H9c2 protect,HIF-2a block,hiPSC survival,Peg3 prom inh,Shn3 inh set2
CN(C)C(=O)c1cccc(-c2cccc(-c3nc(C(=O)NCc4ccccc4)cc4c3[C@H](CCO)N(S(=O)C(C)(C)C)C4)c2)c1 (stereo not given in full),·,-4,·,6,-4,·,7,10,0.3,4,4
CN(C)c1ccc(S(=O)(=O)NCC(=O)NCCC2=CCCCC2)cc1[N+](=O)[O-],9,-5,2,-11,-6,-4,5,9,-1.4,10,6
C=CCn1c(SCc2nc3ccccc3[nH]2)nnc1-c1ccncc1,8,-5,-3,-7,3,-19,5,-17,-1.3,10,10
CCCCOC(=O)C1CCC[C@@H](C)N1 (stereo not given in full),6,-3,0,-3,-1,0,0,11,0.1,9,-2
O=C1CC(C(=O)O)(c2ccccc2)c2cccc(F)c21 (stereo not given),3,-4,2,-22,7,9,0,8,-0.3,5,2
O=C(NCc1nc(-c2ccc(C(F)(F)F)cc2)no1)c1cccs1,-13,-5,3,7,-4,3,-6,-6,-0.2,-3,-11
CC(=O)Oc1ccccc1C(=O)Oc1ccc(/C=N/n2cnnc2)cc1,-5,-3,2,-8,4,-2,-2,15,1.5,9,2
CCOC(=O)C1C(=O)C=C(C)C(C(=O)OCC)C1c1cccc([N+](=O)[O-])c1 (stereo not given),-1,-3,4,11,4,8,5,13,0.6,21,12
COc1cc(OC)cc(-c2nc3ccccc3c(=O)n2OC(=O)c2ccc(C)c(C)c2)c1,-1,-14,1,-6,8,9,-8,-11,-3.8,48,20
C/C(=N\NC(=O)OC(C)(C)C)c1cccc([N+](=O)[O-])c1,-36,-8,-1,-70,-1,1,3,-98,1.6,-87,-19
CCOc1ccc(NC(=O)CNC(=O)c2ccc([N+](=O)[O-])cc2)cc1,1,-1,0,-6,-1,1,-5,5,-0.4,19,-21
C=CCNC(=O)c1ccc(NC(=O)C2=CSCCO2)cc1,-14,·,1,-97,-2,-15,1,-117,-0.2,-74,-54
Cc1ccccc1NC(c1cccc(Cl)c1)c1nnnn1C1CCCCC1 (stereo not given),0,-5,0,-29,0,-3,-4,21,0.2,-10,-19
